# Bioassay records from PubChem BioAssay.
# GLA spleen mod: inhibitors or activators of human alpha-galactosidase in spleen homogenate. human spleen homogenate, 4MU-alpha-Gal fluorescence, 40 min. hit rate 0.008% among 240,000. Potency, µM (doses to about 80 µM), without a hit: top-dose activity change, negative = inhibition, actives largely listed as inhibitors;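 also: 0% = enzyme with vehicle and -100% = no enzyme basal signal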
# Target sequence (P06280 32-429 limits assumed): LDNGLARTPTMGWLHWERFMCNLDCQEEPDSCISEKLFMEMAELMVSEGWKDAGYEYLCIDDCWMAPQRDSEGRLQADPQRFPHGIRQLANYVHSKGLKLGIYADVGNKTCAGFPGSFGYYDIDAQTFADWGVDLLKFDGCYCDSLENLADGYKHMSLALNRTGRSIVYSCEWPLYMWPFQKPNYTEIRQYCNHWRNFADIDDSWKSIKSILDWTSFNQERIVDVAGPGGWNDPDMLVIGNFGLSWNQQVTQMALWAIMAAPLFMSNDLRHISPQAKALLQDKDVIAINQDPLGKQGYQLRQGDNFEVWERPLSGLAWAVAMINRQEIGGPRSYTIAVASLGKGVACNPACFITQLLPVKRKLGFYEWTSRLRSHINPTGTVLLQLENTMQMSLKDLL
#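 Spleen homogenate 1 ug + cpd (titration) + 4-MU-alpha-D-galactopyranoside 1 mM; 37C 40 min; 50 mM citrate/phosphate pH 5.0, 0.01% Tween-20; stop pH 10; fluorescence 365/440; AC50 via Hill.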
# GoLoco inh red: blocks human Gai1 binding to RGS12 GoLoco peptide, red readout | Potency, µM (series often up to 61.6 µM), without a hit: top-dose activity, negative = inhibition, actives largely listed as inhibitors | AID 880 | P63096 | Gai1:RGS12 GoLoco peptide FP, rhodamine, 10 min | hit rate 0.44% among 230,000; active = well fitted inhibition curve with a large enough effect, not every such curve was filed as active; inactive = no such curve, though single readings can be large or run the other way; also: % is scaled to controls: 0 for no effect and ±100 for the full control effect; nearly all actives have a fitted effect of over 30% in size; many of its hits are not listed in these tables
# Target sequence (P63096 whole entry, looked up): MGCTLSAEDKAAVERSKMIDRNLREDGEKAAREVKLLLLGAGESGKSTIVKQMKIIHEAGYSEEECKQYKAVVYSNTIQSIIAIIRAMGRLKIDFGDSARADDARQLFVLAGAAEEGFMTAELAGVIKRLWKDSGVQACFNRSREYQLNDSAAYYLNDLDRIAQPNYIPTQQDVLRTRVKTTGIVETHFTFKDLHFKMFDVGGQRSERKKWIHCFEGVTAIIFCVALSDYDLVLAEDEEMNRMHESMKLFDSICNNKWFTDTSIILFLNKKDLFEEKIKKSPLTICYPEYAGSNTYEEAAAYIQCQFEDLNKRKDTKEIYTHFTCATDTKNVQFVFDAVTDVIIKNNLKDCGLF
# aGlu spleen mod: lysosomal alpha-glucosidase (human) modulation; hit rate 0.006% among 240,000; human spleen homogenate, 4-MU-alpha-glucoside fluorescence; P10253; AID 2112; Potency, µM (top dose mostly 79.9 µM), without a hit: at the highest dose activity change, negative = inhibition, usual class: inhibitors;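 also: 0% = enzyme with vehicle and -100% = no enzyme basal signal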
#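 Human spleen homogenate (1 ug) with 4-methylumbelliferyl-alpha-D-glucopyranoside (1 mM final) in 50 mM citrate/phosphate pH 5.0, 0.01% Tween-20; 40 min at 37 C. Stopped at pH 10; 4-MU fluorescence Ex 365/Em 440 nm; AC50 by Hill fit.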
# ALDH1A1 block: inhibitors of human aldehyde dehydrogenase 1A1 | Potency, µM (highest dose often 75.3 µM), for the others: at the highest dose activity, negative = inhibition, most hits filed as inhibitors | hit rate 7.3% among 220,000 | Purified ALDH1A1, NADH fluorescence, propionaldehyde substrate; active = well fitted inhibition curve with a large enough effect, not every such curve was filed as active; inconclusive = small, poorly fitted or top-dose-only effect, or another doubt; inactive = no such curve, though single readings can be large or run the other way;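 also: plate controls were no enzyme wells and a reference inhibitor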
# SMN2 splice enh: enhancers of SMN2 splice variant expression; HEK293 SMN2-luciferase splicing reporter, luminescence, 30-36 h; Potency, µM (top dose mostly 46.1 µM), for the others: at the highest dose activity change, positive = activation, actives largely listed as activators; hit rate 2.8% among 210,000; AID 1458; also: % of control where 0% means no effect; nearly all actives have a fitted effect of over 55% in size
#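 HEK293 cells carry an SMN2 […]–luciferase reporter in which exon 7 inclusion puts luciferase in frame. Cells were plated 10-12 h before compound addition, then incubated 30-36 h at 37C. ONE-Glo luminescence was read; sodium butyrate at 4.5 mM final served as control.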
# GAA inhib: blocks human lysosomal alpha-glucosidase; P10253; hit rate 0.005% among 200,000; AID 1466; Potency, µM (doses to about 76.9 µM), without a hit: at the top dose activity change, negative = inhibition, hits mostly inhibitors; purified human GAA, 4-MU-alpha-glucoside fluorescence;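 also: plate controls were uninhibited enzyme wells for no effect and no-enzyme background for full effect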
#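 Human enzyme at 4 nM with 400 uM 4-methylumbelliferyl-alpha-D-pyranoside, citrate/phosphate buffer pH 5.0, 0.005% Tween-20, 20 min at room temperature. Compounds up to 77 uM. 4-MU fluorescence (Ex 365/Em 440) read after NaOH/glycine stop; AC50 from Hill fit.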
# GAA glycogen: inhibitors or activators of human alpha-glucosidase glycogen cleavage; hit rate 0.38% among 300,000; recombinant GAA, glycogen substrate, Amplex Red glucose oxidase fluorescence; Potency, µM (doses to about 76.4 µM), inactives show top-dose activity change, negative = inhibition, actives largely listed as inhibitors; P10253;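 also: 0% = full enzyme reaction and -100% = no-enzyme basal signal; the screen sought inhibitors and activators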
#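 qHTS, 1536-well; enzyme 4 nM final; cpd up to 77 uM; substrate bovine liver glycogen 30 ug; 50 mM citrate/phosphate pH 5.0, 0.01% Tween-20; 37 C, 40 min; Amplex Red detection 45 min RT; Hill fit → AC50.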
# JMJD2E inh: blocks human JMJD2E demethylase activity. JMJD2E catalytic domain, FDH-coupled NADH fluorescence (FDH is formaldehyde dehydrogenase). AID 2147. Potency, µM (highest dose often 57.1 µM), for the others: at the highest dose activity change, negative = inhibition, most hits filed as inhibitors. B2RXH2. hit rate 1.6% among 230,000; active = well fitted inhibition curve with a large enough effect, not every such curve was filed as active; inconclusive = small, poorly fitted or top-dose-only effect, or another doubt; inactive = no such curve, though single readings can be large or run the other way;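 also: 0% = wells with enzyme and -100% = buffer wells without enzyme; nearly all actives have a fitted effect of over 50% in size; many of its hits are not listed in these tables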
# * = called active by the depositor; i = inactive; u = inconclusive; x = not tested or not shown; [ ] = dose if it differs, or a comment. Unless noted, calls follow the shape of the dose curve; as a rule, active = well fitted curve in the direction sought with a large enough effect; inconclusive = small, poorly fitted or top-dose-only effect, or another doubt; inactive = no such curve, though single readings can be large; an effect the other way counts as inactive or inconclusive. Potency is read from the fitted curve at half-maximal effect. Not all compounds are listed, so the mix of outcomes need not match the whole.
SMILES,GLA spleen mod,GoLoco inh red,aGlu spleen mod,ALDH1A1 block,SMN2 splice enh,GAA inhib,GAA glycogen,JMJD2E inh
CC(C)N1C(=O)CCC1C(=O)N1CCN(c2ccc(F)cc2)CC1 (configuration not stated),-4.9%,-2.6%,-5.2%,x,x,x,-6.3%,3.6%
CN(CCNC(=O)CN1C(=O)CSc2ccc(S(=O)(=O)N3CCCC3)cc21)Cc1ccccc1,4.5%,-1.8%,0.3%,-3.6%,u,-4.0%,6.9%,9.9%
Cc1ccc(C)c(NC(CC(=O)c2ccccc2)C(=O)OCC(=O)c2cccs2)c1 (configuration not stated),-0.7%,-3.7%,-1.7%,7.08µM*,u,-1.0%,0.3%,-4.2%
C/C=C(/C)C(=O)O[C@@H]1[C@H](OC(C)=O)c2c(ccc3ccc(=O)oc23)OC1(C)C,-2.9%,5.4%,0.3%,u,-2.1%,-3.8%,-8.3%,u
Cc1cc(C)c(OCC(=O)Nc2ccccc2N2CCOCC2)c(C)c1,0.6%,10.6%,-1.0%,2.0%,-19.2%,-5.7%,1.6%,3.7%
O=C(CSc1nnc(CNc2ccc(Cl)cc2)o1)Nc1nc2c(s1)CCCC2,10.3%,7.2%,-12.1%,-6.6%,-0.8%,-2.3%,-4.9%,9.0%
CCOC(=O)c1csc(NNC=O)n1,2.0%,-0.6%,-1.8%,-3.9%,-32.6%[inhibitor],0.7%,u,-9.5%
COc1ccc(CCn2c(N)cc(=O)[nH]c2=S)cc1OC,-5.3%,14.5%,15.5%,3.0%,9.1%,u,1.9%,2.4%
O=C(Cc1c(Cl)cccc1Cl)OCC(=O)N1CCc2ccccc2C1,-19.8%,1.1%,-0.7%,8.0%,17.4%,-2.7%,-15.7%,-1.3%
CC(C)C(=O)Nc1ccc(NC(=O)c2ccc([N+](=O)[O-])cc2Cl)cc1,6.5%,9.4%,1.1%,-7.5%,-12.4%,u,-2.3%,11.8%
Cn1nccc1NC(=O)CC(CC(=O)O)c1ccccc1 (configuration not stated),4.7%,-5.2%,0.6%,5.2%,x,-2.4%,-10.8%,5.0%
Cn1c(=O)cnc2cnc(OCc3ccccc3)nc21,-19.6%,-3.1%,-7.1%,u,x,x,x,x
O=C1/C(=C/c2cccs2)SC(=S)N1N1CCOCC1,-2.1%,-0.1%,-18.3%,x,x,x,3.3%,-2.8%
CCOC(=O)N1CCN(S(=O)(=O)c2ccc(C(=O)Nc3nc4ccccc4s3)cc2)CC1,5.2%,-11.7%,2.7%,i,-16.2%,-0.4%,5.2%,u
Fc1cccc(CN2CCCCCCC2)c1,0.0%,-14.7%,-5.4%,u,u,2.3%,-2.1%,-28.3%
CC(=O)c1cnc2c(-c3ccccc3)c(C(F)(F)F)nn2c1C,-8.3%,48.0%[activator],-8.0%,u,-4.3%,6.1%,17.1%,1.2%
COC(=O)[C@H](C)NC(=O)Nc1ccc(OC)c(OC)c1,0.5%,-2.4%,3.9%,2.3%,-4.0%,-3.8%,7.3%,3.1%
Cc1nc2c(C(=O)N3CCN(c4ccccn4)CC3)cnn2c(C)c1Cc1cccc(Cl)c1,6.0%,2.6%,-4.7%,12.4%,-4.7%,-14.2%,-0.6%,u
COCC(=O)N1CCCC(CNS(=O)(=O)c2ccc(OC)cc2)C1 (configuration not stated),9.2%,3.2%,12.1%,-8.4%,x,4.9%,-2.9%,-1.1%
CC(=O)NC1=NN(C(C)=O)C(C)(CS(=O)(=O)c2ccc(C)c(C)c2)S1 (configuration not stated),1.3%,-5.2%,1.2%,-3.2%,0.9%,-13.8%,4.1%,-1.8%
CCOC(=O)c1cccc(NC(=O)C2CCCO2)c1 (configuration not stated),-6.2%,9.7%,-1.8%,1.8%,21.7%,-5.6%,-11.0%,-3.2%
CC1(C)CCC[C@]2(C)C3CC(=O)O[C@@]3(C)CC[C@H]12 (some centres not stated),5.7%,5.6%,-5.8%,20µM*,x,x,x,-1.8%
COc1ccc(NS(=O)(=O)c2ccc(NC(=S)NC(=O)/C=C/c3ccccc3)cc2)nn1,0.9%,9.3%,-9.7%,u,8.2%,-8.9%,7.4%,-4.0%
CC(C)(C)NC(=O)C1CCN(c2ccc(S(=O)(=O)N3CCOCC3)cc2Cl)CC1,-1.5%,2.7%,2.8%,-2.5%,x,-0.6%,7.1%,12.8%
CC(C)OC(=O)c1cn(-c2ccccc2)nc1-c1ccc2c(c1)OCCO2,-16.4%,-9.3%,-1.4%,u,-5.0%,-12.7%,1.7%,u
Cc1cccc(NC(=O)CC2NCCNC2=O)c1 (configuration not stated),3.3%,-2.9%,4.3%,-3.6%,-21.7%,0.0%,10.5%,0.9%
CC(C)(C)NC(=O)C(=O)NCCC1=CCCCC1,2.5%,4.1%,1.8%,16.7%,5.6%,0.1%,-18.5%,-1.0%
Cc1ccc(S(=O)(=O)N2CCN(C(=O)CN3CCN(C)CC3)C2)cc1,-6.3%,8.6%,-6.5%,15.5%,-6.2%,-4.6%,2.1%,-1.4%
CC(=O)Nc1ccccc1C(=O)C(=O)NCCc1ccccc1,6.9%,-6.3%,1.6%,4.1%,x,4.0%,2.0%,-6.9%
CC(C)(C)NS(=O)(=O)c1ccc(NS(=O)(=O)Cc2ccccc2)cc1,-5.0%,-2.4%,0.4%,-3.6%,-5.2%,0.2%,-1.7%,0.3%
Cc1cc(NC(=O)NC(=O)c2cccc(OC(F)(F)C(F)F)c2)n[nH]1,-9.0%,9.3%,-4.7%,0.6%,5.62µM*,-2.2%,-1.1%,4.7%
Cc1ccc(-c2noc(-c3cc(C(C)(C)C)nn3Cc3ccccc3)n2)cc1,-19.5%,4.4%,5.9%,3.5%,x,-1.3%[15.4 µM],1.3%,5.9%
Cc1nnc(SCC(=O)N2CCCc3ccccc32)[nH]c1=O,-3.4%,-7.5%,-8.2%,-10.6%,3.7%,-0.9%,-10.7%,3.7%
N#Cc1ccc(CSc2nnc(-c3ccncc3)n2CCc2ccccc2)cc1,-1.7%,-11.4%,6.0%,-1.3%,-25.6%,-7.7%,-6.0%,6.8%
CCN1C(=O)/C(=C\c2ccc3c(c2)OCO3)C(C(=O)OC)=C1C,2.1%,10.6%,8.2%,1.0%,-14.1%,8.9%,-9.8%,-8.3%
CCC(=O)Nc1sc(C(=O)Nc2ccccc2OC)c(C)c1C(=O)OC,-3.0%,9.4%,-1.2%,u,12.4%,8.9%,19.7%,-20.4%
CCNS(=O)(=O)c1ccc(NC(=O)Cc2ccc(F)cc2)cc1,0.9%,3.0%,-3.2%,15.6%,-15.1%,-14.7%,3.7%,4.6%
CN(CC(=O)OCC(=O)NC(=O)c1cccn1C)S(=O)(=O)c1ccc(Cl)cc1,-2.1%,18.2%,-2.7%,8.0%,20.9%,2.5%,4.7%,1.2%
Cc1nnc(N(C)C(=O)c2cnccn2)s1,-2.8%,7.8%,-0.3%,9.4%,x,0.2%,3.1%,4.1%
COc1ccc([N+](=O)[O-])cc1CSc1nnc(NC(C)=O)s1,9.4%,17.2%,3.1%,9.5%,-6.0%,3.9%,-2.1%,7.8%
O=C(CCCOc1ccc(Cl)cc1)N1CCOCC1,-1.4%,0.0%,-1.2%,2.7%,17.7%,3.5%,-0.9%,14.7%
COc1ccc(OCCNc2cc(Cl)ccc2[N+](=O)[O-])cc1,-0.5%,4.4%,-15.5%,-0.8%,4.3%,8.2%,-3.5%,-2.9%
Cc1ccc(NC(=O)C2CCCN2S(=O)(=O)c2cccc3cccnc23)cc1F (configuration not stated),-10.2%,-8.7%,-6.4%,u,-48.1%[inhibitor],-10.7%,6.0%,-0.9%
Cc1ccc(NCC(=O)N/N=C/c2ccncc2)cc1,-2.8%,10.6%,2.7%,9.4%,-11.1%,8.7%,u,-4.9%
COCCN(CCOC)S(=O)(=O)c1ccc(/C(O)=C(\C#N)c2nc3ccccc3[nH]2)cc1,-0.8%,6.6%,-0.9%,2.6%,10.0%,-5.3%,-1.4%,u
COc1ccc(N2CCN(C(=O)c3ccc(NS(=O)(=O)c4cccc(F)c4)cc3)CC2)cc1,3.1%,-9.8%,-23.0%,u,5.6%,-15.6%,2.0%,-9.5%
O=C(CCCn1c(=O)[nH]c2ccsc2c1=O)N1CCN(Cc2ccc3c(c2)OCO3)CC1,1.6%,0.5%,-6.7%,-5.3%,-6.1%,-1.6%,2.9%,-1.0%
O=C(Nc1cc(=O)[nH]c2ncnn12)c1ccco1,-0.2%,1.8%,-3.1%,x,x,x,-2.0%,-2.7%
Cc1ccc(-c2nnc(C)c(N3CCOCC3)n2)cc1,-2.3%,-2.5%,-1.1%,u,-9.2%,2.3%,1.6%,3.9%
Nc1nonc1OCCN1CCN(c2ccc([N+](=O)[O-])c3cccnc23)CC1,4.1%,-5.7%,-4.2%,x,x,x,5.8%,-2.8%
CCN(CC)c1ccc([C@H]2[C@@H]3CCCC[C@]3(O)CCN2CC(=O)NCc2ccco2)cc1,-10.2%,12.9%,-5.5%,x,x,-4.1%[15.4 µM],-7.3%,-8.7%
CCCNC(=O)NC(=O)CSc1nc2cc(C(=O)OC)ccc2c(=O)n1-c1ccccc1,8.4%,-23.2%,-13.1%,-7.8%,-12.6%,5.4%,10.2%,-1.3%
COC(=O)c1nn(-c2c(C)n(C)n(-c3ccccc3)c2=O)cc1O,0.4%,-2.8%,2.1%,7.9%,0.9%,-2.3%,-16.1%,4.1%
Cc1ccc(C(=O)NC(=S)NCC(=O)c2ccccc2)cc1,-19.0%,11.2%,-1.3%,u,25.1%,0.7%,-5.5%,4.9%
CC#CCOC(=O)c1c(C)nc2sc3c(c2c1N)CCC(O)C3 (configuration not stated),28.4%,2.6%,-4.2%,u,-59.3%[inhibitor],x,x,u
